# TRb SRC2 PPI – disrupts binding of human TR beta to SRC2. P10828. TRbeta-SRC2 peptide binding, fluorescence polarization; receptor liganded with 1 µM T3. Potency, µM (titrated, usually from 106 µM), without a hit: at the top dose activity change, negative = inhibition, actives largely listed as inhibitors. 280,000 tested, 0.065% active;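 also: plate controls were bound peptide for no effect and peptide without receptor for full effect; nearly all actives have a fitted effect of over 50% in size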
#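 Compounds were added to 0.6 uM TRb ligand-binding domain and 20 nM Texas Red-labeled SRC2 peptide in Tris buffer containing 1 uM T3, incubated 5 hr at ambient temperature, then read by fluorescence polarization.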
# Tau fibril FP – blocks human tau fibril formation measured by polarization; P10636; Potency, µM (highest dose often 57.7 µM), for the others: at the highest dose activity, negative = inhibition, most hits filed as inhibitors; 280,000 tested, 0.39% active; K18 P301L tau heparin fibrillization, Alexa594 FP, 6 h; also: % is scaled to controls: 0 for no effect and ±100 for the full control effect; nearly all actives have a fitted effect of over 55% in size
# Target sequence (P10636 561-689 P618L limits assumed): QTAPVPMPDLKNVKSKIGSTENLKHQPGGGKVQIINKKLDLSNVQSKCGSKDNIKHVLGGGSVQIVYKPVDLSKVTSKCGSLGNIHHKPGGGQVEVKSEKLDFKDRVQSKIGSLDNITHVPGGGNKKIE
#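 Steps: dispense K18 P301L tau (15 uM plus 0.24 uM Alexa 594 tracer, final) in pH 7 sodium acetate; add compound; add heparin (20 uM final); incubate 6 hr, 37 C; add ThT (30 uM final); after 1 hr ambient, read FP.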
# L3MBTL1 block – blocks human L3MBTL1; AID 485360; 230,000 tested, 0.66% active; AlphaScreen L3MBTL1–H3K9me1 peptide binding; Q9Y468; Potency, µM (titrated, usually from 57.1 µM), for inactives: at the highest dose activity, negative = inhibition, usual class: inhibitors; also: % is scaled to controls: 0 for no effect and ±100 for the full control effect; nearly all actives have a fitted effect of over 60% in size
#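 L3MBTL1 50 nM + b-AHA-H3(1-15)K9me1 75 nM, 30 min RT; compound added, 30 min RT; streptavidin donor/Ni-chelate acceptor beads 10 ug/mL each final, 30 min RT dark; AlphaScreen read.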
# TR SRC2 fluor cs – alters Texas Red total fluorescence, flagging assay interference | TRb/SRC2 Texas Red total fluorescence interference | Potency, µM (top dose mostly 106 µM), inactives show at the top dose fluorescence change, negative = quenching | 280,000 tested, 0.29% active | AID 1479; active = well fitted curve in either direction with a large enough effect; inconclusive = small, poorly fitted or top-dose-only effect; also: % is scaled to controls: 0 for no effect and ±100 for the full control effect
#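 Human TRb ligand-binding domain at 0.6 uM with 20 nM Texas Red SRC2 peptide in Tris buffer containing 1 uM T3 and 5% DMSO, incubated with compound 5 h at ambient temperature. Total fluorescence (555/632 nm) calculated as parallel + 2 × perpendicular.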
# HTT ATP protect – cytoprotection in Huntington HTT-Q103 PC12 cell model. 230,000 tested, 0.14% active. PC12 HTT-Q103 induced, cytoprotection, ATP luminescence, 40 h. Potency, µM (doses to about 56.4 µM), for inactives: cytoprotection (ATP increase), usual class: activators;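 also: % of control where 0% means no effect; nearly all actives have a fitted effect of over 45% in size; toxic huntingtin expression switched on by the ecdysone agonist tebufenozide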
#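 Compounds were screened for protection of PC12 cells against cell death after tebufenozide induction (100 nM final) of mutant Huntingtin exon 1 (Q103) fused to GFP.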
# RECQ1 helicase – RECQ1 (human) helicase inhibition. 240,000 tested, 0.54% active. P46063. Potency, µM (doses to about 57.3 µM), without a hit: at the top dose activity, negative = inhibition, actives largely listed as inhibitors. RECQ1 DNA unwinding, red fluorescence kinetic read;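 also: plate controls were vehicle for no effect and no enzyme for full effect; nearly all actives have a fitted effect of over 30% in size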
# Target sequence (P46063 whole entry, looked up): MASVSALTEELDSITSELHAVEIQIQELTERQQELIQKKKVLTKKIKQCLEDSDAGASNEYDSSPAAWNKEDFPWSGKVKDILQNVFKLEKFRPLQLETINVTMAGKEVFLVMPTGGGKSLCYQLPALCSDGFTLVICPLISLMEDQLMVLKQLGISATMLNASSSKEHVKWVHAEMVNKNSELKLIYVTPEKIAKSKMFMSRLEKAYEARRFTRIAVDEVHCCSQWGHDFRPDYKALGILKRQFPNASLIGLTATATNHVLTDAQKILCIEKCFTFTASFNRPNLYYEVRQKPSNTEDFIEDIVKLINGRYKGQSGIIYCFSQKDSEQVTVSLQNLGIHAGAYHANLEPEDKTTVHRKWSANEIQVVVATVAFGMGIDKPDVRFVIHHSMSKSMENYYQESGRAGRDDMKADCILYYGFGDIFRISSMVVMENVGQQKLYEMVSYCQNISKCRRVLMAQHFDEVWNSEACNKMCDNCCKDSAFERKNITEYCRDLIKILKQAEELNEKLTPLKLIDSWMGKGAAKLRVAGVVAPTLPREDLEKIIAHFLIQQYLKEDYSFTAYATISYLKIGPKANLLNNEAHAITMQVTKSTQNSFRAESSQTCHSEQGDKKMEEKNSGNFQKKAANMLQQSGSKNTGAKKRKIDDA
#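 RECQ1T1 50 nM; forked duplex (20 bp + 30-nt ss tails) 200 nM, ATP 2 mM final; pH 8.0, 2 mM MgCl2, 2.5 ug/ml poly(dI-dC); 15 min compound preincubation; discontinuous kinetic read over 2 h at RT.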
# Tau fluor counter – counter-screen for tau fibril formation inhibitors; tau K18 P301L Alexa594 fluorescence, heparin fibrillization; 280,000 tested, 0.93% active; Potency, µM (series often up to 57.7 µM), for inactives: at the top dose activity change, negative = decrease; AID 1463; also: % is scaled to controls: 0 for no effect and ±100 for the full control effect; nearly all actives have a fitted effect of over 55% in size
#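 Human K18 P301L tau (15 uM unlabeled plus 0.24 uM Alexa 594-labeled, final) in 100 mM sodium acetate pH 7 was mixed with compound and 20 uM heparin and incubated 6 hr at 37 C.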
# Tau ThT inhib – tau fibrillization inhibition (ThT binding). P10636. recombinant tau K18 P301L (four-repeat tau fragment), heparin-induced fibrillization, ThT fluorescence. Potency, µM (highest dose often 57.4 µM), without a hit: top-dose activity, negative = inhibition, hits mostly inhibitors. 270,000 tested, 2.1% active. AID 1460; also: % is scaled to controls: 0 for no effect and ±100 for the full control effect; nearly all actives have a fitted effect of over 55% in size
#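 In this qHTS, human K18 P301L tau is incubated with compound and heparin for 6 hr at 37 C, and Thioflavin T fluorescence then reports fibril load.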
# * = called active by the depositor; i = inactive; ? = inconclusive; . = no result given; & = joins results of further samples; [ ] = remark or other dose. Unless noted, calls follow the shape of the dose curve; as a rule, active = well fitted curve in the direction sought with a large enough effect; inconclusive = small, poorly fitted or top-dose-only effect, or another doubt; inactive = no such curve, though single readings can be large; an effect the other way counts as inactive or inconclusive. Potency is read from the fitted curve at half-maximal effect. This is a subset (hit frequency here may not be typical).
# Order of results – TRb SRC2 PPI, Tau fibril FP, L3MBTL1 block, TR SRC2 fluor cs, HTT ATP protect, RECQ1 helicase, Tau fluor counter, Tau ThT inhib
CC(NC(=O)CCOc1ccccc1)c1ccccc1 (configuration not stated)
→ -16%, 6%, ., -4%, -14%, -8%, -1%, -12%
O=c1[nH]c(Cc2cccs2)nc2scc(-c3ccc(Cl)cc3)c12
→ 4%, 0%, 4%, -2%, 27%[10 µM], i, -10%, -4%
Cc1ccc(NC(=O)c2cc3cc(OC(F)(F)F)ccc3[nH]2)cc1
→ -9%, -7%, 10%, -2%, -8%[10 µM], -5%, -7%, -4%
COc1cc(NC(=O)CCNS(=O)(=O)c2ccc3c(c2)CCN3C(=O)C2CC2)cc(OC)c1
→ -6%, -5%, ., -1%, ., ., -18%, -9%
COc1ccccc1CNC(=O)COC(=O)c1cccnc1SCC(=O)NCc1ccccc1OC
→ 2%, -14%, ., -5%, 3%, 1%, -5%, -2%
Cc1nn(-c2ccccc2)c2nc(-c3ccco3)cc(C(=O)O)c12
→ 5%, -11%, 11µM*, -6%, 8%[10 µM], 28µM*, -18%, ?
CCC(Oc1ccc2ccccc2c1)C(=O)O (configuration not stated)
→ -13%, -8%, -11%, -2%, -2%, -2%, -9%, -2%
O=S(=O)(c1cnc[nH]1)N1CCc2ccccc21
→ -11%, 14%, ., 1%, 13%, -1%, ?, ?
CN1C[C@@H]2C(c3ccc(C(F)(F)F)cc3)C3(c4ccc(C#N)cc4)CC2(C3)[C@H]1c1ccccc1 (some centres not stated)
→ 2%&-2%, -9%&3%, ., -7%&-3%, 6%, -14%, -9%&4%, -3%&-3%
Cc1ccc(-c2cc(C(F)F)n3ncc(C(=O)Nc4ccc(S(=O)(=O)Nc5ccccc5C)cc4)c3n2)cc1
→ -2%, -7%, 0%, -1%, -34%, i, 3%, 11%
O=C1C2C=CC=CC2=NC(=S)N1CCN1CCC(=C(c2ccc(F)cc2)c2ccc(F)cc2)CC1 (configuration not stated)
→ -1%, ?, ., -5%, ., i, ?, -14%
CCOC(=O)c1ccc(NC(=O)N2CCN(C3CCCCC3)CC2)cc1
→ -1%, 3%, ., 1%, -14%, 6%, -10%, -8%
COCC(=O)N(Cc1ccco1)c1nnc(C2CCOC2)s1 (configuration not stated)
→ -7%, 4%, ., 0%, 10%[10 µM], -4%, -8%, -9%
COc1ccc2cc(-c3cc(C(=O)O)c4ccccc4n3)ccc2c1
→ -1%, -3%, 9%, 1%, -165%[inhibitor], -1%, -10%, ?
COc1ccc(N2CCN(C(=S)NCc3ccccc3)CC2)cc1
→ 6%, 13%, -5%, -1%, 0%, i, ?, -18%
CCOC(=O)C1=C(C)N(c2ccc(Cl)cc2)C(=O)NC1c1cccc([N+](=O)[O-])c1 (configuration not stated)
→ -6%, 11%, -7%, -1%, 11%[10 µM], -3%, -19%, ?
COC(=O)c1ccc(NC(=O)C(c2ccccc2)N2Cc3ccccc3C2=O)cc1 (configuration not stated)
→ -8%, 4%, ., ?, ., ., -18%, -1%
O=c1[nH]c2ccc(S(=O)(=O)N3CCN(c4ccccc4F)CC3)cc2s1
→ 2%, ?, 1%, -6%, 3%[1.9 µM], -10%, ?, -2%
Cc1oc(C)c2c(=O)ccc3c(c12)OC(N)=C(C#N)C3c1ccccc1 (configuration not stated)
→ -4%, ?, -19%, 6%, 10%[10 µM], ?, ?, 25µM*
c1ccc(-n2ncc3c(NCc4ccccn4)ncnc32)cc1
→ -6%, 3%, 1%[11.4 µM], -3%, -12%, -11%, -1%, -8%

# One compound at a time (already shown). Screens in order: TRb SRC2 PPI, Tau fibril FP, L3MBTL1 block, TR SRC2 fluor cs, HTT ATP protect, RECQ1 helicase, Tau fluor counter, Tau ThT inhib
# Entry for CCOC(=O)C1=C(C)N(c2ccc(Cl)cc2)C(=O)NC1c1cccc([N+](=O)[O-])c1 (configuration not stated) → -6%, 11%, -7%, -1%, 11%[10 µM], -3%, -19%, ?
# Entry for CCC(Oc1ccc2ccccc2c1)C(=O)O (configuration not stated) → -13%, -8%, -11%, -2%, -2%, -2%, -9%, -2%
# Entry for COCC(=O)N(Cc1ccco1)c1nnc(C2CCOC2)s1 (configuration not stated) → -7%, 4%, ., 0%, 10%[10 µM], -4%, -8%, -9%
# Entry for CCOC(=O)c1ccc(NC(=O)N2CCN(C3CCCCC3)CC2)cc1 → -1%, 3%, ., 1%, -14%, 6%, -10%, -8%
# Entry for CC(NC(=O)CCOc1ccccc1)c1ccccc1 (configuration not stated) → -16%, 6%, ., -4%, -14%, -8%, -1%, -12%

# Entries from the list above that contain a Cl atom (2):
# Order of results – TRb SRC2 PPI, Tau fibril FP, L3MBTL1 block, TR SRC2 fluor cs, HTT ATP protect, RECQ1 helicase, Tau fluor counter, Tau ThT inhib
O=c1[nH]c(Cc2cccs2)nc2scc(-c3ccc(Cl)cc3)c12
→ 4%, 0%, 4%, -2%, 27%[10 µM], i, -10%, -4%
CCOC(=O)C1=C(C)N(c2ccc(Cl)cc2)C(=O)NC1c1cccc([N+](=O)[O-])c1 (configuration not stated)
→ -6%, 11%, -7%, -1%, 11%[10 µM], -3%, -19%, ?

# (more compounds)
# Order of results – TRb SRC2 PPI, Tau fibril FP, L3MBTL1 block, TR SRC2 fluor cs, HTT ATP protect, RECQ1 helicase, Tau fluor counter, Tau ThT inhib
O=C(Nc1ccc(F)cc1F)N1CCCN(c2ccc(C(F)(F)F)cn2)CC1
→ -2%, 6%, -9%, -3%, -15%[10 µM], -3%, -11%, -5%
CC1=C(C(=O)Nc2ccc(C)c(C)c2)C2(CCCCCC2)OC1=O
→ 5%, 7%, ., 8%, ., ., -12%, -3%
O=C(CCS(=O)(=O)c1cccc2nonc12)Nc1ccc(Br)cc1
→ -3%, -13%, ., -2%, ., ., -12%, -1%
C#CCN(C)Cc1ccccc1
→ -2%, -4%&-1%, -8%, -3%, -49%[inhibitor][17.1 µM], -13%, -7%&-5%, -2%&-8%
CCOC(=O)N1CCN(C(=O)CN(c2cc(C(F)(F)F)ccc2Cl)S(C)(=O)=O)CC1
→ 0%, 2%, 4%, 1%, 5%[10 µM], i, 5%, -3%
CCOC(=O)c1ccc(S(=O)(=O)NCC(C)(C)N2CCOCC2)cc1
→ -8%, -2%, 14%, 1%, -15%, -1%, 1%, 0%
O=C(COc1ccc(Cl)cc1)NCCc1ccccn1
→ 2%, 10%, ., 1%, -16%, i, 0%, -6%
Cc1ccc(OC(=O)c2cc(-c3ccc4c(c3)OCCO4)on2)c(C)c1
→ 2%, -5%, ., 2%, ., ., -22%, ?
CC(C)N1C(=O)CCC1C(=O)N1CCN(c2ccc(F)cc2)CC1 (configuration not stated)
→ 6%, 6%, 12%, 1%, 15%[10 µM], -3%, 1%, 8%
CC(=O)NNC(=S)NC(=O)c1ccccc1
→ 3%, -1%, 12%, -1%, -72%[inhibitor], -5%, 3%, -5%
COc1ccc(N=Nc2c(N)n[nH]c2N)cc1
→ -2%, 1%, -24%, 1%, 3%[10 µM], -3%, -29%, 14µM*
O=C(NC1=NCCS1)c1ccc(N2CCCC2=O)cc1
→ 2%, 2%, 10%, -1%, 15%[10 µM], i, 4%, -1%
N#CCCN(Cc1cccnc1)C(=O)c1ccc(S(=O)(=O)N2CCOCC2)cc1
→ -13%, 7%, 4%, 1%, 20%, i, -2%, -5%
CCOCCCNC(=O)Cn1ncc2c([nH]c3ccc(C)cc32)c1=O
→ 1%, -4%, ., 2%, ., ., -2%, -1%
Cc1ccc2c(c1)N(CC(=O)NCc1ccccc1Br)C(=O)c1cccnc1O2
→ 3%, 0%, ., 0%, ., ., -3%, -1%
CCCOC(=O)Nc1ccc(N2CCCCC2)cc1
→ -19%, 19%, ., 0%, -95%[inhibitor][10 µM], i, -9%, -5%
CC(C)C(C)(C#N)NC(=O)CSc1nc2scc(-c3ccco3)c2c(=O)n1-c1ccccc1 (configuration not stated)
→ ?, 7.9µM*, -1%, ?, -20%, 20µM*, -18%, 10µM*
CCc1ccc(C(=O)CSc2nc3cc(S(=O)(=O)N4CCOCC4)ccc3n2CC)cc1
→ 4%, 1%, 0%, -1%, 13%[10 µM], -5%, -3%, 5%
O=S(=O)(Nc1ccccc1O)c1ccc(Cl)nc1
→ 8%, 2%, 9%, 0%, 9%[10 µM], i, 7%, 6%
CCCCc1ccc(S(N)(=O)=O)cc1
→ 2%, -1%, ., -3%, -37%, -3%, -2%, 1%

# Following part:
molecule	TRb SRC2 PPI	Tau fibril FP	L3MBTL1 block	TR SRC2 fluor cs	HTT ATP protect	RECQ1 helicase	Tau fluor counter	Tau ThT inhib
COC(=O)C(NC(=O)c1ccc(Cl)cc1)(Nc1nc(C)cs1)C(F)(F)F (configuration not stated)	5%	-3%	3%	2%	9%	-3%	-10%	-9%
N#Cc1cccc(NC(=O)CCC2CCCC2)c1	1%	-4%	3%[11.4 µM]	-2%	13%	-1%	-22%	-5%
Cc1ccc2cc(C)c3nnc(SCC(=O)N4CCCc5ccccc54)n3c2c1C	1%	6%	7%	0%	28%[10 µM]	5%	-2%	7%
O=C(NCc1ccco1)c1ccc2c(c1)N(Cc1ccccc1F)C(=O)c1ccccc1S2=O (configuration not stated)	1%	-14%	.	-11%	.	.	-27%	-1%
O=C(NCCc1ccc(Cl)cc1)c1cnc2n(c1=O)CCS2	-10%	-6%	5%	-3%	3%	-9%	-2%	3%
CC(=O)Nc1ccc(S(=O)(=O)Nc2cc(C)c(-n3nc4ccccc4n3)cc2O)cc1	-4%	?	.	-2%	0%	-8%	?	16%
COC(=O)CCSC(=S)N1CCOCC1	-3%	-8%	4%	-1%	36%[10 µM]	-1%	-1%	-4%
CCCc1nc(SCC(=O)Nc2cc(C)on2)c2ccccc2n1	0%	-6%	-2%	-4%	-5%[10 µM]	-7%	-6%	-6%
Cc1occc1C(=O)Nc1ccc2c(c1)OCO2	-4%	2%	26%[11.4 µM]	-3%	-5%	-1%	-7%	-11%
Cc1cc(C)c2c(CC(=O)O)coc2c1	-1%	6%	-1%	-3%	-2%	-6%	1%	-8%
